# BAZ2B block: qHTS Assay for Inhibitors of BAZ2B; AlphaScreen BAZ2B-H3K14Ac peptide displacement; Potency, µM (highest dose often 114 µM), for the others: at the top dose activity change, negative = inhibition, most hits filed as inhibitors; Bromodomain adjacent to zinc finger domain protein 2B (Homo sapiens), Q9UIF8; actives 4.4% (n = 360,000); also: potency is read from the fitted curve at half-maximal effect; % is scaled to controls: 0 for no effect and ±100 for the full control effect; nearly all actives have a fitted effect of over 60% in size
#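 BAZ2B 50 nM plus b-H3(5-23)K14Ac 50 nM, PBS pH 7.4/0.01% Tween-20, 30 min RT; compound added (max 110 uM), 30 min RT; streptavidin donor/Ni-chelate acceptor beads 10 ug/mL final, 20 min dark; AlphaScreen read.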
# ERG-DNA inh: qHTS for Small Molecule Inhibitors of the ERG Ets/DNA interaction; AID 624246, 2012; Transcriptional regulator ERG (Homo sapiens), P11308; actives 0.028% (n = 370,000); Potency, µM (doses to about 76.9 µM), for inactives: at the highest dose FP activity, negative = inhibition, actives largely listed as inhibitors; fluorescence polarization, His-ERG Ets domain / labelled DNA; active = well fitted inhibition curve with a large enough effect in the polarisation, with a control signal flat; inconclusive = small, poorly fitted or top-dose-only effect, or effect the other way, or a change in a side signal; inactive = no such curve, though single readings can be large or run the other way; the % refers to the polarisation;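 also: polarization taken with two DNA probes labelled with fluorescein and Texas red; potency is read from the fitted curve at half-maximal effect; % of control where 0% means no effect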
#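 His-tagged ERG Ets domain (1 uM in the protein solution; 300mM KCl, 50mM Tris-HCl, 1mM EDTA, 1mM DTT, pH 7.5) received compound, then a probe mix of 5 nM fluorescein-DNA and 100nM Texas-615-DNA. Fluorescence polarization was read for both dyes.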
# PI4K2A block: qHTS for small molecular inhibitors of PI4K2A; Phosphatidylinositol 4-kinase type 2-alpha (Homo sapiens), Q9BTU6; purified PI4K2A, ADP-Glo luminescence, 1 h; active compounds read low; activity change, negative = inhibition, % at 76.9 µM; actives 0.13% (n = 420,000); in the data active = activity change below about -50%; inconclusive = mostly about -30% to -49%;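 also: -100% = wells without enzyme as full effect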
#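 ADP-Glo luminescence measured ADP generated by PI4K2A enzyme (4 ug/mL before mixing) with 1.2 mM PI substrate (pre-mix) and 300 microM ATP (pre-mix). Tris pH7.5 buffer with MgCl2, Triton X-100; 1 h reaction at ambient temperature.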
# JMJD2A Tudor inh: qHTS Assay for Inhibitors of JMJD2A-Tudor Domain; Lysine-specific demethylase 4A (Homo sapiens), O75164; AlphaScreen JMJD2A-Tudor / H3K4me3 peptide binding; Potency, µM (titrated, usually from 114 µM), inactives show top-dose activity change, negative = inhibition, actives largely listed as inhibitors; actives 4.4% (n = 390,000); also: potency is read from the fitted curve at half-maximal effect; % is scaled to controls: 0 for no effect and ±100 for the full control effect; nearly all actives have a fitted effect of over 50% in size
# Target sequence (O75164 whole entry, looked up, the tested form may be a part): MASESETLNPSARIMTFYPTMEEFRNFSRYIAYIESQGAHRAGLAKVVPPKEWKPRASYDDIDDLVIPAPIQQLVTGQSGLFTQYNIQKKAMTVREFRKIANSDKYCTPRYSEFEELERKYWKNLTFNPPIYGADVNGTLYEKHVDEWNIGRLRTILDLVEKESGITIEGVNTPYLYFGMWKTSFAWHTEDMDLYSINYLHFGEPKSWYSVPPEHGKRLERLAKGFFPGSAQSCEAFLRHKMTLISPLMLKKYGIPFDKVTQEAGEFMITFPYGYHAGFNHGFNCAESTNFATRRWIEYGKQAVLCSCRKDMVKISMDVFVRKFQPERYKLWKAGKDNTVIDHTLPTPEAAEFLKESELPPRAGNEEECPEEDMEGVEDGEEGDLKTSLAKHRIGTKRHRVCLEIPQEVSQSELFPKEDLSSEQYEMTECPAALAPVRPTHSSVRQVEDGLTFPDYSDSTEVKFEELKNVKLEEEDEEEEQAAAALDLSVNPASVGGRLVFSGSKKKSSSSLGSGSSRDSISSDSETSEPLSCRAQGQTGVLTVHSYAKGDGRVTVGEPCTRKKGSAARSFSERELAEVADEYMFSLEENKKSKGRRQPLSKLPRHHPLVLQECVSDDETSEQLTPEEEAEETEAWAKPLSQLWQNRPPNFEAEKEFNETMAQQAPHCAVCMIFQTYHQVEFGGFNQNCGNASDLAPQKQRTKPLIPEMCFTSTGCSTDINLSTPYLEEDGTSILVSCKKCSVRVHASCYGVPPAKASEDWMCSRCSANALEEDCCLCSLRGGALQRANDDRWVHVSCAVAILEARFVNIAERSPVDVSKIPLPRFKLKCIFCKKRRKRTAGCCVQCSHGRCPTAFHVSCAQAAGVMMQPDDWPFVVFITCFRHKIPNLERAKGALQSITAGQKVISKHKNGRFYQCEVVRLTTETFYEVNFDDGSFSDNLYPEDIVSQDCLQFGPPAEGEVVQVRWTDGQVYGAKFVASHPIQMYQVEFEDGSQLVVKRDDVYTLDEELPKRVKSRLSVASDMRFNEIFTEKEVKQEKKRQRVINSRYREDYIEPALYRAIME
# PGK inhibitor: qHTS Assay to Find Inhibitors of Phosphoglycerate Kinase; Phosphoglycerate kinase, glycosomal (Trypanosoma brucei brucei), P07378; PGK/GAPDH coupled, Kinase-Glo luminescence, 60 min; Potency, µM (titrated, usually from 57.5 µM), without a hit: at the highest dose activity change, negative = inhibition, most hits filed as inhibitors; actives 0.043% (n = 380,000); AID 602233, 2012; also: potency is read from the fitted curve at half-maximal effect; % is scaled to controls: 0 for no effect and ±100 for the full control effect; nearly all actives have a fitted effect of over 60% in size
#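 Recombinant glycosomal PGK reaction used 1,3-bisphosphoglycerate generated in-well by GAPDH (100nM final) in 100mM TEA pH 7.6, 5mM MgCl2, 0.01% Tween-20. After 60 minutes at room temperature, ATP was read by Kinase-Glo Plus luminescence end-point.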
# GLS inhibitor: qHTS for Inhibitors of Glutaminase (GLS); Glutaminase kidney isoform, mitochondrial (Homo sapiens), O94925; GLS enzymatic activity, qHTS titration; Potency, µM (doses to about 45.5 µM), for inactives: at the top dose activity change, negative = inhibition, actives largely listed as inhibitors; actives 0.21% (n = 410,000); also: potency is read from the fitted curve at half-maximal effect; % is scaled to controls: 0 for no effect and ±100 for the full control effect
#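 Coupled fluorescence readout: glutamate oxidase/HRP/Amplex Red detect glutamate formed by hKGA from L-glutamine (1 mM solution added). Buffer 45 mM KH2PO4 pH 8.2, 0.02% Tween-20; reads at t0 and 30 min RT.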
# Pin1 inhibitor: qHTS Assay to Find Inhibitors of Pin1 | AID 504891, 2011 | actives 0.009% (n = 390,000) | Peptidyl-prolyl cis-trans isomerase NIMA-interacting 1 (Homo sapiens), Q13526 | Pin1 FP peptide displacement, HiFluor488, 10 min | Potency, µM (titrated, usually from 115 µM), for inactives: at the top dose activity, negative = inhibition, actives largely listed as inhibitors; active = well fitted inhibition curve with a large enough effect in the polarisation, with a control signal flat, not every such curve was filed as active; inconclusive = small, poorly fitted or top-dose-only effect, or effect the other way, or a change in a side signal; inactive = no such curve, though single readings can be large or run the other way; the % refers to the polarisation; also: potency is read from the fitted curve at half-maximal effect; % is scaled to controls: 0 for no effect and ±100 for the full control effect
# HP1b chromo inh: HTS for Inhibitors of HP1-beta Chromodomain Interactions with Methylated Histone Tails | AlphaScreen HP1-beta / biotin-H3K9me3 peptide binding | Potency, µM (doses to about 114 µM), for inactives: at the highest dose activity change, negative = inhibition, most hits filed as inhibitors | actives 0.56% (n = 390,000) | AID 540317, 2011; also: potency is read from the fitted curve at half-maximal effect; nearly all actives have a fitted effect of over 70% in size; inactives centre near 23
#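 Compound inhibition of the preformed complex between 50 nM HP1-beta and 50 nM biotinylated H3K9me3 peptide was read by AlphaScreen. Buffer was PBS pH 7.4 with 0.01% Tween-20. Incubations ran 30 min at room temperature, with 10 ug/mL donor/acceptor beads.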
# G9a inh: qHTS Assay for Inhibitors of Histone Lysine Methyltransferase G9a; G9a H3K9 monomethylation, AlphaScreen, 2 h; Potency, µM (top dose mostly 102 µM), for the others: at the top dose activity, negative = inhibition, usual class: inhibitors; actives 8.8% (n = 350,000); AID 504332, 2011; also: potency is read from the fitted curve at half-maximal effect; % is scaled to controls: 0 for no effect and ±100 for the full control effect; nearly all actives have a fitted effect of over 75% in size
#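 Quantitative HTS format: methyltransferase activity on a biotin-tagged H3K9 peptide is measured by AlphaScreen, using a rabbit anti-monomethyl-H3K9 antibody with streptavidin donor and anti-IgG acceptor beads. Final levels are 20 nM enzyme, 500 nM peptide, 20 uM SAM; 2 h RT.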
# * hit, by the source's call; i = inactive; ? = inconclusive; · = no result given; [ ] = remark or other dose. Unless noted, calls follow the shape of the dose curve; as a rule, active = well fitted curve in the direction sought with a large enough effect; inconclusive = small, poorly fitted or top-dose-only effect, or another doubt; inactive = no such curve, though single readings can be large; an effect the other way counts as inactive or inconclusive. The order is random. Share with any hit: about 11%.
SMILES,BAZ2B block,ERG-DNA inh,PI4K2A block,JMJD2A Tudor inh,PGK inhibitor,GLS inhibitor,Pin1 inhibitor,HP1b chromo inh,G9a inh
CCCCCCc1c(C)[nH]c2nc3ccccc3n2c1=O,-0.2%,-0.9%,-0.2,-12.4%,·,14.7%,-1.5%,-6.1%,15.4%
CCN(CC)S(=O)(=O)c1cccc(C(=O)OCC(=O)c2ccc3c(c2)OCCO3)c1,7.5%,2.0%,-2.8,-1.4%,-9.6%,1.7%,22.2%,33.8%,17.3%[59 µM]
Cc1ccc(-c2cc(C(=O)Nc3ccccc3C)c3ccccc3n2)o1,-4.4%,-19.8%,-6.2,79.4µM*,-4.0%,-26.3%,-3.0%,-23.4%,1.78µM*
COC(=O)c1ccccc1NC(=O)c1ccc(-c2nc(CSc3ccc(C)cc3)c(C)o2)cc1,-2.3%,-3.8%,1.0,5.5%,5.4%,8.6%,-1.0%,48.5%[activator],?
CC(=O)Nc1cccc(CCc2nc3ccccc3[nH]2)c1,-26.0%,-12.9%,-3.0,?,-6.3%,?,-0.3%,-8.6%,-6.5%
Cc1ccc(S(=O)(=O)/N=C2/NC(=O)/C(=C/c3ccc(Br)o3)S2)cc1,?,·,1.0,?,-8.1%,26.1%,-20.2%,-8.6%,?
CCCCCC1CC(CC(=O)Nc2nncs2)C(=O)O1 (stereo unspecified),-3.6%,7.9%,3.7,6.6%,i,-4.4%,-1.4%,45.0%,5.0%[59 µM]
O=C(NCCc1ccccc1)c1c(O)c2cccc3c2n(c1=O)CC3,-1.2%,-0.7%,-4.4,-0.3%,10.0%,4.0%,1.1%,97.3%,21.5%[12.7 µM]
CCOC(=O)c1c(C)[nH]c(C)c1S(=O)(=O)N1CCCC(C(=O)NCc2ccc(N(C)C)cc2)C1 (stereo unspecified),?,-0.1%,-1.0,?,-5.8%,4.1%,-1.3%,?,?
Cc1ccc(-n2c(C)cc(/C=N/NC(=O)CC3(C)OCCO3)c2C)cc1,-38.5%,-1.0%,3.9,-24.6%,-8.7%,5.0%,2.4%,11.7%,-18.1%[59 µM]
Clc1ccccc1N1CCN(Cc2ccc(Br)o2)CC1,·,-13.8%,0.1,25.1µM*,-1.3%,1.1%,-0.5%,-11.4%,·
O=C(O)CC1=C(O)C(=O)N(c2ccccc2)C1c1ccccc1 (stereo unspecified),9.3%,-3.5%,-12.6,-19.6%,-7.6%,15.8%,-3.2%,40.1%[activator],12.6µM*
Nc1cccc(-c2c[nH]c3ncc(-c4cccnc4)cc23)c1,·,1.2%,-9.3,17.8µM*,-15.4%,9.0%,-4.4%,3.4%,·
O=C(CSC1=Nc2ccccc2N=C(c2ccc(F)cc2)C1)Nc1cc(F)ccc1F,-14.2%,-0.8%,13.2,-17.3%,i,-0.8%,-11.2%,19.3%[57 µM],-25.4%[59 µM]
COC(=O)[C@H](CC(C)C)NC(=O)Nc1ccc2c(c1)OCCO2,-1.8%,5.0%,4.3,2.6%,-2.0%,-11.1%,-1.6%,57.0%[activator],9.0%
CCO[C@H]1OC(C(=O)NC2CC2)=C[C@@H](c2coc3ccccc3c2=O)[C@@H]1CCCO,-4.3%,10.6%,0.5,-19.0%,-0.3%,9.2%,-10.5%,24.5%,-5.7%[59 µM]
CCN(CC)S(=O)(=O)c1ccc(=O)[nH]c1,-30.6%,-1.4%,-1.5,-12.3%,-6.1%,1.1%,1.2%,20.3%,4.7%
Cc1nnc(NC(=O)C2CCCN2S(=O)(=O)c2ccc(Cl)cc2)s1 (stereo unspecified),-0.8%,4.8%,1.8,-19.2%,1.9%,-0.6%,-1.4%,28.3%,-5.0%
CCOc1cc(CNCc2cccs2)ccc1OCC(=O)NC(C)(C)C,7.1%,-3.8%,-3.2,2.0%,3.5%,0.0%,1.1%,25.5%,8.6%[59 µM]
Cc1nn(C)c(C)c1NC(=O)c1ccnn1C,·,-1.5%,2.4,13.7%,1.1%,2.6%,2.9%,30.6%,2.7%[59 µM]
Cc1[nH]c(C)c2c(=O)[nH]ncc12,-25.9%,5.4%,-1.1,-14.2%,-11.2%,-4.3%,3.5%,5.9%,6.9%
Cc1ccc(C2NC(=NCc3ccccc3)Nc3nc(C)cc(=O)n32)cc1 (stereo unspecified),0.1%,1.5%,1.5,-13.8%,i,8.3%,-3.6%,5.5%,31.9%[12.7 µM]
COc1ccc(-c2c(C)cc3oc(=O)cc(-c4ccccc4)c3c2C)cc1F,·,-2.0%,1.3,-11.5%,4.9%,4.8%,5.1%,38.2%,-0.4%
Cc1ccc(-c2nn(-c3ccccc3)cc2/C=C2\SC(=S)N(CCCCCC(=O)O)C2=O)o1,6.31µM*,27.5%,-10.6,14.1µM*,-25.4%,?,?,?,3.98µM*
Cc1ccc(Cl)c(OC(=O)C2CSC3(C)CCC(=O)N23)c1 (stereo unspecified),9.3%,0.0%,1.3,-4.7%,-1.1%,6.1%,-0.4%,47.2%[activator],14.6%[0.501 µM]
CC(Oc1ccccc1)C(=O)N=C1SC2CS(=O)(=O)CC2N1Cc1ccccc1 (stereo unspecified),1.9%,-11.5%,-1.0,-10.3%,i,-11.4%,-6.0%,46.7%[activator],-33.5%
NC(=O)CNC(=O)C1CCCc2c1[nH]c1ccc(Cl)cc21 (stereo unspecified),-22.5%,0.4%,9.1,-25.9%,i,-7.9%,-14.7%,5.7%,1.7%[12.7 µM]
COc1ccc(-c2noc(CN3CCN(c4cccc(Cl)c4)CC3)n2)cc1,1.2%,0.2%,-4.6,7.0%,-1.3%,0.5%,14.5%,49.6%[activator],-6.4%[59 µM]
CC(C)(C)OC(=O)N1CCC(c2c(C(=O)N3CCN(c4ccc(Cl)cc4)CC3)cnn2-c2ccc(F)cc2F)CC1,-2.5%[57.1 µM],-0.3%,0.1,?,-5.8%,8.4%,-1.7%,5.5%,-41.3%[59 µM]
CCCc1cc(=O)oc2c(C)c(OCC(=O)N3CCC(C(N)=O)CC3)ccc12,-7.2%,-2.7%,-2.5,-4.1%,1.2%,1.0%,-2.8%,25.3%,2.2%
CCOC(=O)c1c(C)[nH]c(C)c1S(=O)(=O)NCCCN1CCOCC1,-12.0%,-1.8%,7.7,-18.6%,-0.2%,2.0%,4.8%,18.9%,-3.9%
Cc1ccc(C(=O)OCC(=O)NN2C(=O)NC3(CCC(C)CC3)C2=O)cc1 (stereo unspecified),10.0%,6.5%,-2.3,0.0%,-6.4%,6.2%,3.0%,27.4%,?
COc1ccc(S(=O)(=O)Nc2cccc(-c3ccc(N4CCCCCC4)nn3)c2)cc1,-12.6%,2.4%,0.0,-11.8%,2.9%,1.4%,12.4%,14.2%[57 µM],-19.8%[59 µM]
COc1ccc2nc(NC(=O)CN3CCN(C)CC3)sc2c1,·,-4.3%,-6.8,-27.4%,-3.5%,13.2%,-8.3%,27.8%,?
O=C(C1=C[C@H](c2ccc(C(F)(F)F)cc2)C[C@H](OCCCCO)O1)N1CCOCC1,-5.5%,-11.9%,-2.8,1.4%,-1.5%,1.0%,2.8%,19.5%,7.6%[12.7 µM]
COc1ccccc1NC(=O)Cn1c(=O)sc2ccccc21,8.1%,-0.3%,-7.0,-10.7%,5.6%,-1.2%,4.1%,23.5%,11.1%[12.7 µM]
O=C(CSc1ncn[nH]1)Nc1ccc(S(=O)(=O)N2CCCC2)cc1,8.4%,-5.6%,-10.3,-16.6%,-5.2%,3.3%,-2.7%,20.3%,-19.1%
O=C(Nc1ccc(CN2CCOCC2)cc1)c1ccc(-c2cccc([N+](=O)[O-])c2)o1,-26.1%,-1.0%,6.1,-28.9%,i,7.5%,3.7%,-6.1%[57 µM],-17.5%
O=C(COC(=O)c1cc(S(=O)(=O)N2CCOCC2)ccc1O)NCc1ccc2c(c1)OCO2,3.1%,8.2%,-1.1,-13.1%,i,-4.9%,4.7%,31.5%,-48.0%
CCOC(=O)c1c(NC(C)=O)no[n+]1[O-],4.4%,0.2%,4.0,-3.2%,2.5%,-6.7%,-3.2%,30.8%,17.7%[59 µM]
CC(NC(=O)C1CCCCC1)C(=O)NC1=NCCS1 (stereo unspecified),-16.5%,-2.2%,0.5,1.1%,i,·,-12.1%,17.1%,-28.1%[59 µM]
CCn1c2ccccc2c2cc(CNCc3ccc(OC)cc3OC)ccc21,44.7µM*,8.1%,8.9,?,i,-5.8%,-6.6%,?,39.8µM*
CS(=O)(=O)N1CCC(C(=O)NNC(=O)Nc2ccc(F)c(Cl)c2)CC1,-11.2%,0.3%,1.7,-9.5%,-8.1%,27.6%,-11.5%,16.5%,39.1%

# Screens from PubChem.
